Screening results (PubChem)
XBP1 UPR activ: activators of adaptive XBP1 UPR arm, primary screen, cell-based, CHO-XBP1 luciferase reporter, luminescence, uHTS; activation, % at 20 µM; 330,000 compounds, 0.33% hits; IRE1-XBP1 UPR activation; percent of tunicamycin response, DMSO as zero;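 active means versus positive control, 20 µM dose yields 30% or more activation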;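 further: 100% = tunicamycin at 10 µg/mL and 0% = DMSO only wells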
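Material: CHO cell line with stable XBP1 luciferase reporter; schedule: 16-18 h cell attachment at 37 °C, then 6 h compound exposure; signal: glow luminescence from Steady-Glo reagent; medium: serum-containing F12 medium, 10% FBS; benchmarks: tunicamycin 10 µg/mL and vehicle-only wells; read-out: percent activation relative to tunicamycin reference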
697 NFkB inh: inhibitors of PMA/ionomycin-induced NF-kB reporter, 697 cells, primary screen, B-cell NF-kB inhibitor project, cell-based, luminescence, uHTS; 697 B-cell NF-kB luciferase reporter, 16 h; inhibition, % at 4 µM; 330,000 compounds, 0.33% hits; in the data active means inhibition above about 35%
CXCR6 inh: CXCR6 receptor inhibitors, primary screen, cell-based, beta-arrestin, luminescence, CHO-K1 PathHunter, 1536-well. AID 602244, 2012. 360,000 compounds, 0.36% hits. inhibition, % at 20 µM; in the data active means inhibition above about 34%, passing the limit was not always enough;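 further: antagonist mode with CXCL16 agonist at 10 nM final; 0% = 10 nM CXCL16 with DMSO and 100% = unstimulated wells without agonist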
Target sequence (O00574 whole entry, looked up): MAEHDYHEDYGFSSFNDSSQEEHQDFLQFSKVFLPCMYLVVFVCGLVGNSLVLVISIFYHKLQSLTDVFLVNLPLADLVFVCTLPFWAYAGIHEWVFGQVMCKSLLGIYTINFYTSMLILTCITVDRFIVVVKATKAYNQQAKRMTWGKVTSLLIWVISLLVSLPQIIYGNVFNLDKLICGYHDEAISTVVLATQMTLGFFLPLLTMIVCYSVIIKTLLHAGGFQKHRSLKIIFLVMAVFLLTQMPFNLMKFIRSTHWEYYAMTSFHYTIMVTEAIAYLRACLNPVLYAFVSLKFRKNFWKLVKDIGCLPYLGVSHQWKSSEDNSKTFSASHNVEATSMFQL
Jurkat NFkB inh: inhibitors of induced NF-kB luciferase reporter, primary screen, TCR NF-kB activation inhibitor project, cell-based, luminescence, uHTS; AID 435003, 2010; 330,000 compounds, 0.53% hits; inhibition, % at 4 µM; Jurkat, PMA/ionomycin-induced NF-kB luciferase reporter; in the data active means inhibition above about 50%
Gli-Sufu block: Gli-Sufu pathway antagonists, primary screen, luciferase luminescence, Sufu-KO-LIGHT cells, uHTS; Sufu-KO-LIGHT fibroblasts, Gli luciferase reporter luminescence; inhibition, % at 5 µM; 340,000 compounds, 0.74% hits; AID 588413, 2011;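 active means inhibition above about 55%, limit read from the data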;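 further: 0% = DMSO-treated cells and 100% = wells with medium but no cells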
CCR6 antagonist: CCR6 receptor antagonists, primary screen, cell-based, CHO-K1, luminescence, beta-arrestin, uHTS | C-C chemokine receptor type 6 (Homo sapiens), P51684 | CHO-K1 CCR6 PathHunter beta-arrestin, CCL20-stimulated | inhibition, % at 20 µM | 340,000 compounds, 0.49% hits;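 active means compounds whose inhibition of the agonist-driven luminescence signal at 20 µM reaches about 50%, limit read from the data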;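 further: cells stimulated with CCL20 at 14 nM final; plate controls were DMSO with CCL20 for no effect and DMSO without agonist for full effect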
Target sequence (P51684 whole entry, looked up): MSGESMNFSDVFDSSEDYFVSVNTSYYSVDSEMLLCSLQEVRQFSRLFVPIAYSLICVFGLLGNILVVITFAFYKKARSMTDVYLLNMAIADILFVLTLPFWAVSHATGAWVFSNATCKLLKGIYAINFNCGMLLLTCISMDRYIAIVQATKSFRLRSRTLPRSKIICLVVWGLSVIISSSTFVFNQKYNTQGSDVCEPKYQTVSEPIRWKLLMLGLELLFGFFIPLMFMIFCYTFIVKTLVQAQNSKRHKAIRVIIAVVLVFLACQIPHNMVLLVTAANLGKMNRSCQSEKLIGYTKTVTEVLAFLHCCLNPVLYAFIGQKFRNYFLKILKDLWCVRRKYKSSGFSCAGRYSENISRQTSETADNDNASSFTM
CHOP UPR activ: activators of apoptotic CHOP UPR arm, primary screen, cell-based, CHO-CHOP luciferase reporter, luminescence, uHTS. 330,000 compounds, 0.34% hits. UPR activation; percent of tunicamycin response over DMSO baseline. activation, % at 10 µM. AID 449763, 2010;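 active means at 10 µM dose, activation of 40% or more, normalized to positive control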;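 further: 100% = tunicamycin at 10 µg/mL and 0% = DMSO alone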
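Material: CHO-CHOP cells, stable luciferase reporter of PERK-eIF2a-CHOP signalling; quantity: 500 reporter cells seeded per well; buffer or medium: F12 medium containing 10% fetal bovine serum; compound: one dose, 10 µM in 0.5% DMSO; incubation: 6 h compound treatment, 37 °C; measured by: Steady-Glo luciferase luminescence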
Mdm2 MdmX PPI: inhibitors of human Mdm2-MdmX association, primary screen, cell-based, luminescence, split luciferase, SaOS-2, uHTS; Protein Mdm4 (Homo sapiens) + E3 ubiquitin-protein ligase Mdm2 (Homo sapiens), …; SaOS-2 split-luciferase Mdm2/MdmX complementation; inhibition, % at 8 µM; 330,000 compounds, 3% hits;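 active means inhibition of at least 50% at 8 µM in the primary screen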
EBI2 antag: EBI2 receptor antagonists, beta-arrestin recruitment, primary screen, cell-based, luminescence, 7a,25-OHC stimulation, uHTS; G-protein coupled receptor 183 (Homo sapiens), P32249; 7a,25-OHC stimulated; inhibition, % at 5 µM; 360,000 compounds, 0.81% hits; in the data active means inhibition above about 38%;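 further: enzyme fragment complementation signal reports receptor beta-arrestin coupling in cells; 0% = agonist plus DMSO wells and 100% = wells without agonist; some results beyond the cut were filed as inactive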
Target sequence (P32249 whole entry, looked up, the tested form may be a part): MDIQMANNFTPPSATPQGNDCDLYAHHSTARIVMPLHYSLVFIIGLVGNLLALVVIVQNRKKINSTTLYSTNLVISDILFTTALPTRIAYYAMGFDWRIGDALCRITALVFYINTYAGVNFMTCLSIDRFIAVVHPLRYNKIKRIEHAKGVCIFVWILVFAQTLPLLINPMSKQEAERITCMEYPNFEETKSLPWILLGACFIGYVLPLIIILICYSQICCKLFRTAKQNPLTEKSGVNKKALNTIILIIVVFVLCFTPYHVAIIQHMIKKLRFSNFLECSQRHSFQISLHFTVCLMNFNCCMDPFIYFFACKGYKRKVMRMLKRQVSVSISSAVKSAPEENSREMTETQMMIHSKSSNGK
* = called active by the depositor; / = no result given. Compounds were not picked by outcome; any-hit rate near 5%.

SMILES	XBP1 UPR activ	697 NFkB inh	CXCR6 inh	Jurkat NFkB inh	Gli-Sufu block	CCR6 antagonist	CHOP UPR activ	Mdm2 MdmX PPI	EBI2 antag
CC(=O)N1CCc2cc(S(=O)(=O)NCCC3=CCCCC3)ccc21	0	-23	-3	25	41	3	2.1	20	-13
Cc1cc(=O)oc2cc(OCC(=O)NCc3ccncc3)ccc12	2	30	-5	15	-2	-14	0.8	-16	-1
CCc1ccc(C(=O)NNC(=O)CN2C(=O)NC3(CCCC3)C2=O)cc1	0	14	-10	11	3	0	1.1	14	-15
Cc1nc(N2CCN(C)CC2)c2sc(=S)n(C)c2n1	2	8	5	7	-17	0	-1.3	19	-8
O=C(COC(=O)/C=C/c1ccc(C(F)(F)F)cc1)NC1CC1	-1	-8	-5	1	-11	17	-1.7	-28	-20
C#CCOCCOCCOCCNc1nc(N2CCN(C(=O)C([C@@H](C)CC)n3cc(C(N)COC(=O)C(F)(F)F)nn3)CC2)nc(N2CCN(C(=O)[C@H](CCCCN)n3cc(C(N)[C@H](C)CC)nn3)CC2)n1 (some centres not stated)	0	14	/	-8	16	-8	-1.6	15	/
COc1ccc(C(=O)OCc2ccccc2F)cc1S(=O)(=O)N1CCCC1	1	5	-6	4	-5	8	1.5	21	0
CN(CCc1cnn(C)c1)Cc1nc(Cc2ccccc2)no1	-1	25	-1	-2	20	13	-0.4	8	-7
CC(C)OCCCNC(=O)c1ccccc1NC(=O)C1=CSCCO1	-3	-12	-4	12	-2	-8	0.7	2	10
O=C(Cn1ncn2c(cc3ccccc32)c1=O)NCCCc1ccccc1	-2	18	-2	-1	/	15	-2.8	14	0

Quoted at random: 4 compounds from above.
SMILES	XBP1 UPR activ	697 NFkB inh	CXCR6 inh	Jurkat NFkB inh	Gli-Sufu block	CCR6 antagonist	CHOP UPR activ	Mdm2 MdmX PPI	EBI2 antag
O=C(Cn1ncn2c(cc3ccccc32)c1=O)NCCCc1ccccc1	-2	18	-2	-1	/	15	-2.8	14	0
O=C(COC(=O)/C=C/c1ccc(C(F)(F)F)cc1)NC1CC1	-1	-8	-5	1	-11	17	-1.7	-28	-20
C#CCOCCOCCOCCNc1nc(N2CCN(C(=O)C([C@@H](C)CC)n3cc(C(N)COC(=O)C(F)(F)F)nn3)CC2)nc(N2CCN(C(=O)[C@H](CCCCN)n3cc(C(N)[C@H](C)CC)nn3)CC2)n1 (some centres not stated)	0	14	/	-8	16	-8	-1.6	15	/
Cc1nc(N2CCN(C)CC2)c2sc(=S)n(C)c2n1	2	8	5	7	-17	0	-1.3	19	-8

(listing goes on)
SMILES	XBP1 UPR activ	697 NFkB inh	CXCR6 inh	Jurkat NFkB inh	Gli-Sufu block	CCR6 antagonist	CHOP UPR activ	Mdm2 MdmX PPI	EBI2 antag
CCCCCCNc1cc(C)oc(=O)c1C(C)=O	2	14	3	6	/	5	0.0	31	6
CN(CCOc1ccccc1)Cc1nc2cc(Cl)ccc2c(=O)[nH]1	3	-3	4	-1	-3	4	1.0	2	6
Cc1ccc(S(=O)(=O)c2nc(S(C)(=O)=O)sc2NCc2ccc3c(c2)OCO3)cc1	2	16	3	8	2	2	-1.1	7	3
COc1ccccc1C(=O)N/C(=C\c1cn(S(=O)(=O)N(C)C)c2ccccc12)C(=O)N1CCCCC1	-3	3	5	-2	17	22	2.4	28	-2
CCN(CC(=O)NC(=O)NCc1ccco1)Cc1nc2ccccc2c(=O)[nH]1	0	-20	2	-16	-7	16	-0.3	-1	-15
CCOC(=O)N1CCN(C(=O)CSc2nc3c([nH]c4ccccc43)c(=O)n2CC)CC1	-2	21	6	16	11	17	0.8	22	-1
C[C@H](NC(=O)[C@@H]1Cc2ccccc2CN1)C(=O)NC[C@H]1CC[C@H](C(=O)O)CC1	-4	8	-9	-27	4	-1	0.5	-32	-1
COc1cc(C)ccc1OCc1cc(C(=O)N(Cc2c(C)nn(C)c2C)C2CC2)no1	-8	-103	-16	-51	-5	-18	6.4	-62	-6
COc1cccc(CN2CCCC(N3CCc4ccccc4C3)C2)c1O (configuration not stated)	-5	3	10	2	17	14	0.6	-6	4
COc1ccccc1-c1nnc(SCC(=O)c2c(N)n(C3CC3)c(=O)[nH]c2=O)n1C	4	8	1	1	-9	0	-0.2	-1	-11
COc1ccc(CN2CCNC(=O)C2CC(=O)NC2Cc3ccccc3C2)c(OC)c1 (configuration not stated)	-1	-21	5	-3	-2	2	-1.5	-2	-2
CCc1ccc(CN2CCCC(C(=O)Nc3ccccc3-c3ccc(OC)cc3)C2)o1 (configuration not stated)	-1	8	12	-5	28	14	2.5	6	19
Cc1ccc2nc(SCC(=O)NCc3cccs3)c(C#N)cc2c1	19	0	-2	-33	0	-7	-0.2	10	-10
Cc1c(C(=O)c2ccccc2)c(=O)n(C)c(=O)n1C	-2	-6	-5	0	-6	-11	2.1	4	1
CC1CCCC(NC(=O)c2cc(S(=O)(=O)N3CCCCC3)ccc2Cl)C1C (configuration not stated)	-1	14	5	5	4	20	0.7	-2	1
O=C(Nc1cccc(Cl)c1)O/N=C\c1ccncc1	-2	18	0	0	15	-10	-0.4	15	6
COCCNC(=O)Cn1cc2c(n1)CCCCC2	-1	13	-3	3	3	14	-0.2	10	-7
CC(C)OC(=O)C1CC=CCC1C(=O)Nc1ccc(Cl)cc1 (configuration not stated)	1	8	8	4	2	-3	-0.4	9	0
COc1ccccc1N1CCN(C(=O)c2onc(C)c2Cl)CC1	-2	-3	4	12	2	-1	1.5	27	-5
Cc1ccc(S(=O)(=O)NC2(C(F)(F)F)NC(=O)N(c3ccc(F)cc3)C2=O)cc1 (configuration not stated)	-5	10	-4	-7	-14	10	-1.7	-19	-11
CCOc1ccc(N=C2SCCCN2C(=O)c2c(CC)noc2C)cc1	-4	1	-3	-25	3	31	0.5	-2	11
CCCCCCOc1ccc(C(=O)O)cc1	1	11	-1	11	-6	2	0.4	15	5
O=C(COC(=O)c1c(Cl)ccc(Cl)c1Cl)NC1CCS(=O)(=O)C1 (configuration not stated)	0	0	-5	-3	-1	0	-0.1	16	-6
CCC(=O)Nc1ccc(Oc2ccc3c(c2)C(=O)NC3=O)cc1	0	-10	3	3	-6	5	-0.4	17	-4
COC(=O)c1ccc(OC(=O)c2cnccn2)cc1	-4	6	2	4	27	8	-0.7	-4	-7
N#Cc1ccc(CN2CCN(C(=O)CNC(=O)Cc3ccccc3)CC2)cc1	-1	14	-4	-6	-1	7	-0.2	12	2
CC(C)(C)c1ccc(C(=O)N2CCN(c3ccc(N4CCOCC4)nn3)CC2)cc1	-5	6	-1	1	-4	21	-1.8	-6	-2
CC(C(=O)NC(=O)NC1CCCCC1)N(C)CC(=O)Nc1ccc(F)c(F)c1F (configuration not stated)	-3	-20	0	3	12	15	-0.9	12	-3
O=[N+]([O-])c1ccc(NCCNCCOc2nonc2-c2ccccc2)c([N+](=O)[O-])c1	-3	-11	-2	-11	13	23	0.6	-1	-5
O=C(Nc1ccc(Br)cc1)C(c1ccccc1)c1ccccc1	0	22	4	4	5	-10	0.4	-5	16
CCOC(=O)c1[nH]c2ccc(F)cc2c1NC(=O)C1=COCCO1	-1	-11	-10	-23	5	13	-0.3	20	2
O=C(Nc1ccc(Cl)cc1)Nc1nnc(CSCc2ccccc2Cl)s1	-1	-6	-10	-2	-7	1	-2.0	61*	-5
O=C(CSc1cccc[n+]1[O-])NC1CCCCCCC1	-3	1	-3	7	-2	6	1.5	19	-1
Cc1ccc(CSc2nc3ccccc3c(=O)n2C)cc1	-4	-48	-3	-6	24	29	0.9	7	-17
Cc1ccc(NNC(=O)c2c(C)noc2C)cc1Cl	-3	-3	4	17	45	14	-1.6	14	19
COc1cccc(C(c2sc3nc(C)nn3c2O)N2CCN(C(=O)c3ccco3)CC2)c1 (configuration not stated)	-4	3	10	-3	5	5	-1.4	9	0
O=C(c1ccc(Cl)cc1)N1CCN(CCc2ccccn2)CC1	-2	0	-1	-13	5	9	-1.5	5	16
O=C(O)c1cc2c(cc1NC(=O)c1ccccc1OC(F)F)OCCCO2	-7	3	1	-11	6	-9	0.4	-24	-9
CC(=O)Nc1ccc(S(=O)(=O)NCC(=O)Nc2ccc3c(c2)OCO3)cc1	1	15	-1	-1	-9	1	-0.5	16	0
Cc1cc(C)c(S(=O)(=O)N2CCOC2CNC(=O)C(=O)NCCN(C)C)c(C)c1 (configuration not stated)	-3	-9	4	-2	4	-7	-0.9	9	-6
CC(C)n1cc(CN2CCC(Oc3ccc(C(=O)N4CCCC4)cc3)CC2)cn1	-6	15	7	-3	6	-5	0.7	10	-5
C=CCCC(=O)N1C[C@H]2CON(C)[C@H]2C[C@H]1c1cccc(Br)c1	/	/	-1	/	-2	-4	/	/	-6
Cc1ccc(N2CC(C(=O)Nc3ccc(C)c(S(=O)(=O)N(C)C)c3)CC2=O)cc1 (configuration not stated)	1	7	-1	16	7	5	3.1	28	9
COc1ccc(CC(=O)Nc2ccc(C(N)=O)cc2)cc1	1	23	-4	5	1	6	0.9	14	-8
Cn1c(N)c(C(=O)COC(=O)/C=C/c2ccc(Cl)c(Cl)c2)c(=O)n(C)c1=O	-4	-5	-12	7	4	9	-0.4	26	-7
S=C(Nc1ccc(Br)cc1Cl)Nn1cnnc1	-3	3	0	-10	-9	7	-1.2	1	1
Cc1n[nH]c2ccccc2c1=O	/	/	-2	/	1	13	/	/	-13
O=C(NCc1ccco1)c1cc2n(n1)C(C(F)(F)F)CC(c1ccc(Cl)c(Cl)c1)N2 (configuration not stated)	4	12	13	1	3	5	0.3	27	22
COc1ccc(N2CCN(C(=O)c3cc(=O)c4cc(Cl)ccc4o3)CC2)cc1	4	-7	-12	-4	4	7	-0.7	4	96*
O=C(CSc1nc2scc(-c3ccccc3)c2c(=O)[nH]1)NC1CCCCC1	0	2	/	21	/	/	0.2	8	/
(list continues)
SMILES	XBP1 UPR activ	697 NFkB inh	CXCR6 inh	Jurkat NFkB inh	Gli-Sufu block	CCR6 antagonist	CHOP UPR activ	Mdm2 MdmX PPI	EBI2 antag
COc1cc(OC)c(OC)cc1CN(C)C(c1ccccc1)c1nnnn1-c1ccccc1C (configuration not stated)	-5	-1	7	9	6	15	-4.0	5	-5
O=S(=O)(Nc1cccc2ccccc12)c1cccc2nonc12	1	-7	12	-4	-3	17	-2.1	22	-7
CCOC(=O)C1(Cc2cccc(OC)c2)CCCN(S(=O)(=O)N(C)C)C1 (configuration not stated)	-4	-7	-6	14	7	14	2.2	-15	9
O=C(NNC(=O)c1cccnc1)NC12CC3CC(CC(C3)C1)C2	-1	6	0	6	8	-2	-0.7	13	-17
Cc1cc(N/N=C/c2ccc(Cl)cc2Cl)nc(NCc2ccccc2)n1	2	4	17	12	43	11	2.1	71*	30
Cc1ccc(S(=O)(=O)N(C)c2ccc(OCC(=O)OCC(=O)N(CC#N)c3ccccc3)cc2)cc1	-2	8	-2	10	-2	-11	-0.7	6	1
OCCN1CCN(c2nc3ccccc3nc2-c2ccccc2)CC1	-2	-2	3	7	10	-1	0.5	3	-6
